# Compound activity as filed in PubChem.
# CHRM4 antagonist: human M4 muscarinic receptor antagonists, primary screen, CHO cells, Fluo-8 calcium fluorescence | Muscarinic acetylcholine receptor M4 (Homo sapiens), P08173 | CHO-hM4 cells, ACh EC80 | inhibition, % at 3 µM | 360,000 tested, 0.73% active | AID 624125, 2012;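 active means inhibition above its plate's cutoff, the mean inhibition of sample wells plus 3 SD, cut at about 27% in these data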;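 further: 0% = acetylcholine EC80 with DMSO and 100% = DMSO without agonist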
# Target sequence (P08173 whole entry, looked up): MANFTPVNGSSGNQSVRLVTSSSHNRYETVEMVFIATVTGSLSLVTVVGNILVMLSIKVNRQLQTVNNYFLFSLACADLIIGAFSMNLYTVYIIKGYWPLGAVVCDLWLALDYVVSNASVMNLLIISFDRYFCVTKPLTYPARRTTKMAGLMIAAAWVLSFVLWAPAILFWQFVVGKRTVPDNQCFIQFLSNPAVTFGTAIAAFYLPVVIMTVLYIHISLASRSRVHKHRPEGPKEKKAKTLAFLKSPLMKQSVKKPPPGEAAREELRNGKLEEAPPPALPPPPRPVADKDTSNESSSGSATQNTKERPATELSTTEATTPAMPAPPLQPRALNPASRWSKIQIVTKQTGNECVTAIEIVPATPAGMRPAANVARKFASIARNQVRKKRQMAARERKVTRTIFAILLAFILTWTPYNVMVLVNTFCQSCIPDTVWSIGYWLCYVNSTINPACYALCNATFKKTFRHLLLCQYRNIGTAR
# CHO-K1 Ca antag: nonselective inhibitor or artifact in parental CHO-K1 cells; ATP-induced calcium, Fluo-8 fluorescence; AID 602250; 360,000 tested, 0.6% active; inhibition, % at 3 µM;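 active means inhibition above a per-plate cutoff, the plate's mean sample inhibition plus 3 SD, cut at about 24% in these data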;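 further: 0% = DMSO plus EC80 ATP and 100% = DMSO alone without ATP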
# CHRM4 agonist: human M4 muscarinic receptor agonists, primary screen, CHO-K1 cells, Fluo-8 calcium fluorescence; activation, % at 3 µM; CHO-K1 hM4/Gqi5; vehicle 0%, full acetylcholine response 100%; Muscarinic acetylcholine receptor M4 (Homo sapiens), P08173; 360,000 tested, 0.14% active;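 active means activation above the run mean over all test wells plus 3 SD, cut at about 32% in these data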;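 further: peak over basal fluorescence ratio per well then scaled between controls; 0% = DMSO wells and 100% = acetylcholine at EC100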
# M1 ag parental: counter-screen for M1 agonists: effect in parental CHO-K1 cells | Fluo-8 calcium fluorescence; scaled to maximal ATP response, vehicle zero | activation, % at 3 µM | 360,000 tested, 0.48% active | AID 602248, 2012; in the data active means activation above about 15%;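 further: untransfected CHO-K1 host cells lacking M1 receptor as counterscreen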
# CHO parental Ca: ATP-evoked calcium signal inhibitors, parental CHO, primary screen, counter-screen for OX1R antagonist project, cell-based, fluorescence, Fluo-8 calcium dye; inhibition, % at 5.6 µM; 330,000 tested, 0.63% active; parental CHO-K1, ATP-induced calcium, Fluo-8 fluorescence; AID 463079, 2010;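 active means inhibition above that plate's mean sample inhibition plus 3 SD, cut at about 26% in these data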;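 further: 0% = ATP-challenged DMSO wells and 100% = DMSO wells without ATP; some compounds past the cut are filed as inactive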
#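 Test system: parental CHO cells; detection: calcium-sensitive Fluo-8 fluorescence; evaluation: percent inhibition of calcium signal; also added: ATP as calcium-mobilizing challenge; repeats: one well per compound; control set: ATP-challenged DMSO wells low, unchallenged DMSO wells high; compound: single nominal dose of 5.6 µM per compound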
# OXTR potentiate: human OXTR potentiators, primary screen, fluorescence, CHO-OTR cells, Fluo-8 calcium; Fluo-8 calcium fluorescence, potentiator mode; 0% = oxytocin EC15, 100% = EC100; AID 2445, 2010; Oxytocin receptor (Homo sapiens), P30559; 320,000 tested, 0.061% active; activation, % at 3 µM;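 active means activation above that plate's cutoff, the mean activation of tested compounds plus 3 SD, cut at about 6.6% in these data, passing the limit was not always enough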;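 further: 100% uses oxytocin at 75 nM as the full agonist control; some results filed as inactive read as strong as hits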
#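 Assay system: CHO cell line stably expressing human OTR | Also added: Oxytocin at about EC15, sub-maximal agonist stimulus | Times: Compound 6 min at room temperature before oxytocin, 100 s read | Measured by: Fluo-8 intracellular calcium fluorescence, ex 470-495, em 515-575 nm | Controls: EC15 oxytocin alone as 0%, 75 nM oxytocin as 100%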
# M1 ag: human M1 muscarinic receptor agonists, primary screen, Fluo-8 calcium fluorescence, CHO-K1 cells, HTS; Muscarinic acetylcholine receptor M1 (Homo sapiens), P11229; CHO-K1 hM1, agonist mode; 0% DMSO, 100% acetylcholine EC100; activation, % at 3 µM; 360,000 tested, 0.33% active; AID 588814, 2011;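 active means activation above the run's mean compound activation plus 3 SD, cut at about 16% in these data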;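 further: peak over basal fluorescence ratio within a 140 s kinetic read after compound addition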
# Target sequence (P11229 whole entry, looked up): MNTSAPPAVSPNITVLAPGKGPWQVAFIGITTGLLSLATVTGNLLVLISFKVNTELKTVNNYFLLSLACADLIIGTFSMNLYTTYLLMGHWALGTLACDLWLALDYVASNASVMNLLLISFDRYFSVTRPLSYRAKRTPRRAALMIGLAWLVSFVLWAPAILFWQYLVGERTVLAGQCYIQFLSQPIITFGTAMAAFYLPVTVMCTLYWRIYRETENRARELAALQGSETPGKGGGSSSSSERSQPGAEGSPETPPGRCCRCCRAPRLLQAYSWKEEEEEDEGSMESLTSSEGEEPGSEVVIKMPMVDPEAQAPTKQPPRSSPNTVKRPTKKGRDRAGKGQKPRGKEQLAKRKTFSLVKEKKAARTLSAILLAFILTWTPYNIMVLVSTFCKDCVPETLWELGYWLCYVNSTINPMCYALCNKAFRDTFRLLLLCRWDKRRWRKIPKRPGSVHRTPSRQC
# CHRM1 PAM: human M1 muscarinic receptor positive allosteric modulators, primary screen, CHO-K1 cells, Fluo-8 calcium fluorescence, 1536-well; 360,000 tested, 0.088% active; activation, % at 3 µM; CHO-K1 hM1, ACh EC20; 0% = ACh EC20, 100% = maximal ACh; in the data active means activation above about 19%, passing the limit was not always enough
# CHRM1 antagonist: human M1 muscarinic receptor antagonists, primary screen, CHO-K1 cells, Fluo-8 calcium fluorescence, 1536-well; Muscarinic acetylcholine receptor M1 (Homo sapiens), P11229; inhibition, % at 3 µM; 360,000 tested, 1.3% active; CHO-K1 hM1, ACh EC80 antagonist;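 active means percent inhibition above its own plate's cutoff, namely the mean of that plate's compound wells plus 3 SD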;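 further: peak over basal fluorescence ratio during 140 s after agonist addition; 0% = ACh EC80 plus DMSO and 100% = DMSO alone without agonist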
# Numbers without * were called inactive; . = not tested or not shown.
Compound	M1 ag	CHRM4 agonist	OXTR potentiate	M1 ag parental	CHRM1 antagonist	CHRM4 antagonist	CHRM1 PAM	CHO-K1 Ca antag	CHO parental Ca
O=C(CN1CCN(S(=O)(=O)c2ccc(Cl)cc2)CC1)N1CCCC1	-2.8	0.7	.	0.1	-4.2	9.8	4.5	-6.8	.
O=S(=O)(c1ccc2c(c1)CCCN2)N1CCCC1	-8.3	0.9	-3.1	0.6	-3.1	-10.5	4.7	-11.8	-11.8
O=C(C1CC1)N1CCN=C1SCc1cccc(F)c1	-2.8	0.7	-4.0	0.5	-0.2	-11.8	2.9	-16.6	-2.9
Cc1cc(C(=O)Nc2c(C)nn(Cc3ccc(F)cc3)c2C)on1	0.0	1.8	-1.6	0.5	-9.1	-20.4	13.7	-0.8	0.8
CCOC(=O)N1CCN(C(=O)c2oc3ccc(S(=O)(=O)N4CCOCC4)cc3c2C)CC1	-2.7	2.6	-11.9	2.6	-5.6	-5.3	7.2	-10.2	-24.0
Cc1cc(C)n2nc(SCc3cccc(F)c3)nc2n1	-5.8	1.0	-1.7	2.4	-6.8	-7.0	7.4	-13.8	3.1
Cc1ccc(N(C(=O)Cn2nnc(-c3ccccc3)n2)C(C(=O)NC2CCCCC2)c2ccccn2)cc1C (stereo not given)	-2.8	1.1	-4.4	0.7	1.5	0.6	4.5	-13.0	-15.2
CC(=O)Nc1ccc2c(c1)ncn2-c1ccccc1	-3.1	0.9	-1.2	0.3	-24.9	-3.6	14.0	-6.3	-4.9
COc1ccc(-c2noc(CCC(=O)NC3CCN(Cc4ccccc4)CC3)n2)cc1	-3.5	6.0	-17.0	2.6	18.6	3.4	-6.3	-3.2	-7.3
O=[N+]([O-])c1ccc(CN2CCN(c3ccccc3Cl)CC2)o1	-4.8	1.0	-10.9	1.1	-8.5	-4.6	0.5	-2.1	-12.2
COc1ccc(OC)c(NC(=O)c2nnn(Cc3ccc(Br)cc3F)c2N)c1	7.2	5.7	0.5	0.1	-24.5	-33.7	22.8	-0.3	-8.8
Cc1cccc(-c2nnc(C(C)Nc3cccc(C(=O)NC4CC4)c3)o2)c1 (stereo not given)	0.9	2.0	.	1.9	-8.0	-0.8	1.8	-1.2	.

# Look-ups from above:
# Value for `O=C(CN1CCN(S(=O)(=O)c2ccc(Cl)cc2)CC1)N1CCCC1` in CHRM1 antagonist: -4.2
# Value for `O=S(=O)(c1ccc2c(c1)CCCN2)N1CCCC1` in CHO-K1 Ca antag: -11.8

# Next results follow.
Compound	M1 ag	CHRM4 agonist	OXTR potentiate	M1 ag parental	CHRM1 antagonist	CHRM4 antagonist	CHRM1 PAM	CHO-K1 Ca antag	CHO parental Ca
COc1cc(OC)cc(C(=O)NCC(=O)OCC(=O)Nc2ncc(Cl)cc2Cl)c1	-4.6	0.7	-1.1	1.6	-5.8	-7.6	8.6	-17.8	-26.9
Cc1cc(-n2c(C)cc(C(=O)CSc3ccccn3)c2C)no1	-2.3	7.0	-3.8	0.1	-3.0	-3.3	-0.7	-0.9	-21.1
COc1ccc(/C=N/NC(=O)c2nnn(-c3nonc3N)c2-c2cccc(OC)c2)cc1	38.5*	9.7	-4.5	9.5	-8.3	-12.1	3.6	-15.7	-16.9
O=C(c1ccccc1)c1coc2ccc(O)c(CN3CCOCC3)c12	0.2	0.8	-8.8	0.3	0.7	-1.3	5.2	-4.7	-27.1
COC(=O)c1sccc1NC(=O)Nc1ccc(F)cc1	-4.9	3.5	-0.2	0.8	-5.8	-9.9	2.9	-1.8	-15.0
COc1ccc2c(c1)CO[C@@]21O[C@H](CCO)C[C@H](O)[C@H]1O	-2.3	1.3	.	0.2	0.4	-6.2	-0.2	9.1	.
CN(O)/C=c1/ccc2c(n1)C(=O)C=CC=2	3.4	-0.1	0.2	-0.2	0.9	6.4	1.7	-9.2	4.5
CCn1c(-c2cccc(Cl)c2)n[nH]c1=S	-4.0	0.5	-7.7	-0.1	-8.6	-3.1	8.6	1.4	-4.8
COc1ccc(CCN2C(=O)C3C4CCC(C4=C(C)C)C3C2=O)cc1OC (stereo not given)	-3.3	0.7	-5.7	-0.2	9.8	0.5	-9.9	8.0	-18.9
C=CCn1c(COc2ccc(OC)cc2)nc2ccccc21	-5.4	1.0	-3.5	0.4	-8.1	2.7	7.4	1.5	-10.9
COc1cccc(OC)c1C(=O)Nc1ccc2c(c1)Cc1ccccc1-2	-3.2	4.4	-6.7	0.3	1.1	-17.8	0.9	-8.0	-17.7
COc1cc(OC)c(S(=O)(=O)N2CCN(C(=O)c3ccco3)CC2)cc1NC(C)=O	-1.6	0.0	2.2	0.6	-18.9	4.8	10.9	-3.4	-7.4

# Next section.
Compound	M1 ag	CHRM4 agonist	OXTR potentiate	M1 ag parental	CHRM1 antagonist	CHRM4 antagonist	CHRM1 PAM	CHO-K1 Ca antag	CHO parental Ca
COC(=O)c1cc(-c2ccccc2)nc2nc(SC)[nH]c(=O)c12	-4.5	0.6	-10.9	-0.1	-2.3	4.1	1.1	-13.0	1.7
COc1ccccc1N1CCN(C(CNS(C)(=O)=O)c2cccnc2)CC1 (stereo not given)	-4.5	1.7	4.3	-0.3	-7.6	-1.0	-5.4	-11.0	-7.4
Cc1onc(-c2c(F)cccc2Cl)c1C(=O)OCC(=O)Nc1c(C)n(C)n(-c2ccccc2)c1=O	-6.1	1.0	-0.8	4.8	-17.0	1.4	5.2	2.4	-8.0
CC(C)NC(=S)N/N=C/c1sc(N2CCCCC2)nc1-c1cccs1	-7.8	-0.7	-2.8	0.6	-7.6	-11.1	-4.8	-5.7	-12.0
Cn1c(CSCCOc2ccccc2)n[nH]c1=S	1.5	1.2	-7.6	3.0	-19.8	1.1	13.2	-11.3	-18.9
S=C(Nc1ccc2snnc2c1)N1CCN(c2ccccn2)CC1	-3.9	1.7	-5.1	0.3	-8.6	-13.9	5.1	-2.9	-8.4
COc1ccc(NC(=O)CSc2ccc3nnc(-c4ccccn4)n3n2)cc1OC	0.0	-0.5	0.7	-0.1	-0.4	3.7	9.0	-6.6	-11.4
CC(C)(C)N1CSC(=S)N(Cc2ccccc2)C1	-3.7	15.1	-7.5	4.3	8.6	1.0	-4.9	-3.7	7.0
Cc1cnc(C(=O)OCC(=O)NCCCc2ccccc2)cn1	-5.4	0.0	-4.5	-0.1	7.2	6.7	-4.6	-10.8	-2.3
C[C@@]12C(=O)N(CC3CC3)CC(=O)N1[C@H](C1CC1)[C@@H]1C(=O)N(c3ccccc3)C(=O)[C@@H]12	-1.5	0.8	-2.0	0.6	-4.0	-6.0	6.2	-23.1	-6.6
Cn1c(NC(=O)c2ccc(F)cc2)nc2ccccc21	-3.0	-0.4	.	0.5	4.3	-2.5	-4.1	-4.3	.
Nc1nc2c(ncn2[C@@H]2O[C@H](CNCc3ccc(Oc4cc(-n5cccn5)ncn4)cc3)[C@@H](O)[C@H]2O)c(=O)[nH]1	-4.7	2.4	.	0.1	-20.2	-5.1	5.6	-20.3	.

# (continued)
Compound	M1 ag	CHRM4 agonist	OXTR potentiate	M1 ag parental	CHRM1 antagonist	CHRM4 antagonist	CHRM1 PAM	CHO-K1 Ca antag	CHO parental Ca
Cc1oc(CN2CCOCC2)cc1C(=O)O	-7.6	0.9	-20.4	1.8	-5.5	0.2	8.2	-1.6	-0.9
CCC1CCCCN1C(=O)COc1ccc(N(C)S(=O)(=O)c2ccc(C)cc2)cc1 (stereo not given)	-1.9	4.5	-5.8	2.6	-2.4	-3.0	4.3	-1.9	-22.7
Oc1ccccc1-c1n[nH]c(=S)n1Cc1ccco1	-8.7	-0.8	-3.0	0.5	12.1	4.6	-1.8	-11.0	-8.6
CCc1ccc(OCC(=O)NN2Cc3ccccc3C2=N)cc1	-6.6	0.5	-5.3	-0.4	-15.1	1.0	11.5	-13.5	-17.4
CCOC(=O)c1cc(-c2ccccc2)sc1NC(=O)C(C)OC(=O)c1cccnc1OCC (stereo not given)	-3.0	0.6	0.1	0.6	-10.2	-6.4	6.7	-15.4	-6.7
CCC(=O)Nc1cccc(Br)c1	-2.7	1.2	-9.2	1.2	-4.6	-4.1	5.1	-1.8	-1.1
Cc1ccc(OCCNC(=O)Cc2ccc(F)cc2)cc1	-5.1	-0.9	-7.3	0.5	-5.2	0.3	8.3	-13.3	-4.6
COCCCNc1c2c(nc3nnnn13)CCCC2	-1.8	2.8	13.5*	0.1	-4.6	-4.1	11.3	0.6	-5.0
CCCN1CCN(CC(=O)Nc2nnc(C)s2)CC1	-2.6	1.1	-8.7	-0.1	-17.6	-1.7	18.7	2.9	-3.3
Cc1cc(Oc2nc3c(C)cccn3c(=O)c2/C=C(\C#N)S(=O)(=O)c2ccc(Cl)cc2)ccc1Cl	-8.2	0.0	-6.0	1.1	2.3	3.6	-0.6	-4.9	-5.1
CCn1c2ccccc2c2cc(Nc3cc(C)nc4ncnn34)ccc21	-9.4	4.6	-6.1	0.2	-7.1	-21.7	8.1	0.4	-9.6
COc1ccc(NC(=O)CC2C(=O)N(c3ccc(F)cc3)C(=S)N2NC(=O)c2ccc(Cl)cc2)cc1 (stereo not given)	-0.6	-0.1	-6.9	-0.1	3.3	0.4	8.5	-6.6	-10.9

# (list continues)
Compound	M1 ag	CHRM4 agonist	OXTR potentiate	M1 ag parental	CHRM1 antagonist	CHRM4 antagonist	CHRM1 PAM	CHO-K1 Ca antag	CHO parental Ca
CC1CCN(CC(O)COc2ccc(C(=O)c3ccccc3)cc2)CC1 (stereo not given)	-9.7	2.6	-8.4	1.1	21.4	9.7	-20.0	-4.4	6.3
CCOc1ccc(NC(=O)NC(C)c2ccc3c(c2)OCO3)cc1 (stereo not given)	-4.7	7.3	-3.8	0.8	-9.8	4.8	7.9	-5.8	-9.8
CCOc1ccccc1-n1c(=S)sc2c(=O)n(-c3ccc(C)cc3)c(=S)[nH]c21	-2.6	1.4	-0.6	-0.7	0.6	9.9	4.2	3.1	-14.3
CN(Cc1ccon1)C(=O)CC1C(=O)NCCN1CC(C)(C)C (stereo not given)	-4.4	15.2	-7.0	4.7	10.0	7.0	-14.0	11.1	-2.7
COc1ccc(CN2CCN(Cc3ccc4ccccc4c3)CC2)cc1OC	-3.6	6.9	-11.8	5.0	-19.6	-0.1	19.9	-9.8	-1.0
CC1CN(C(c2cccs2)c2sc3ncnn3c2O)CC(C)O1 (stereo not given)	-4.1	0.3	-3.5	3.7	-3.4	-5.6	1.7	3.2	-1.3
O=C(Nc1cccc2ccccc12)c1onc2c1CCCC2	-2.7	2.6	-18.6	1.6	5.4	7.0	4.3	-0.3	-7.1
CCC12CCC3c4ccc(O)cc4CCC3C1CC(O)C2O (stereo not given)	1.3	2.7	.	1.4	-0.1	-5.2	-1.1	-0.5	.
